Lipid storage S3: qHTS Assay for Lipid Storage Modulators in Drosophila S3 Cells; Drosophila S3 cells, BODIPY lipid droplet fluorescence, 18-24 h; cells fed with added oleic acid; lipid storage change, negative = inhibition, % at the top dose, mostly 46.1 µM; hits show Potency in µM; 0.64% of 320,000 active; AID 2685; active = well fitted inhibition curve with a large enough effect in the signal ratio, with a control signal flat, not every such curve was filed as active; inconclusive = small, poorly fitted or top-dose-only effect, or effect the other way, or a change in a side signal; the % refers to the signal ratio
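Laser-scanning cytometry quantifies lipid droplet accumulation (500–530 nm total intensity; droplet/cell object ratio) in oleic acid-fed (400 uM added) Drosophila S3 cells treated with a concentration series. 20 uM Triacsin C defined 100% inhibition.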
Lipid storage S3 cell count max: also measured in Lipid storage S3; calls as there; cell number change, %; measured here: cell count max response;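 cells counted by Cell Tracker Red CMTPX staining in the red channel; peak over a dose series mostly up to 46.1 µM; percent activity relative to internal control wells on each plate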
Active calls of the source: *; ? = inconclusive; nt = no result given; & = joins results of further samples. % is scaled to controls: 0 for no effect and ±100 for the full control effect; potency is read from the fitted curve at half-maximal effect. Some of the compounds tested; the hit share may differ from the screen's.

cpd	Molecule	Lipid storage S3 cell count max	Lipid storage S3
1	CC(=O)N(CC(O)CO)c1c(I)c(C(=O)NCC(O)CO)c(I)c(C(=O)NCC(O)CO)c1I (configuration not stated)	3.1	-2.5%
2	CCCCOC(=O)c1ccc(N)cc1	nt	?
3	C[C@@H]1C[C@H]2[C@@H]3C[C@H](F)C4=CC(=O)C(Cl)=C[C@]4(C)[C@@]3(F)[C@@H](O)C[C@]2(C)[C@@]1(O)C(=O)CO	9.2	0.1%
4	Cc1oncc1C(=O)Nc1ccc(C(F)(F)F)cc1	nt	?
5	CCOc1ccc(NC(=S)N2CCC(C(O)(c3ccccc3)c3ccccc3)CC2)cc1	nt	?
6	COc1cc(NC(=O)c2cc(C3CC3)on2)c(OC)cc1Cl	nt	?
7	O=C1c2c(O)cccc2C(C2OC(CO)[C@@H](O)[C@H](O)[C@H]2O)c2cc(CO)cc(O)c21 (some centres not stated)	nt	?
8	CCCN(CCC)C(=O)C(CCC(=O)O)NC(=O)c1ccccc1 (configuration not stated)	2.0	-4.2%&-15.9%
9	Nc1cc(=O)[nH]c(N)n1	-13.5	-23.6%
10	OCC(O)CN1CCN(c2ccccc2)CC1 (configuration not stated)	-1.1	-6.6%
11	COc1ccc(Sc2ccc(NC(=O)c3ccccc3Cl)cc2C#N)cc1	11.7	-12.6%
12	OCCOCCN1CCN(C(c2ccccc2)c2ccc(Cl)cc2)CC1 (configuration not stated)	-0.1	4.4%
13	C/C=C(/C)C(=O)O[C@@H]1c2cc3c(c4c2[C@@]2(CO4)C(=O)C(OC)=C(OC)C=C2C[C@@H](C)[C@H]1C)OCO3	nt	?
14	CCN(CC)S(=O)(=O)c1ccc(C(=O)O)cc1	16.3	1.5%
15	CCOC(=O)Nc1ccc(NCc2ccc(F)cc2)nc1N	nt	?
16	COc1c(O)cc2c(c1O)[C@@H]1O[C@H](CO)[C@@H](O)[C@H](O)[C@H]1OC2=O	nt	?
17	C[C@H]1c2cccc(O)c2C(O)=C2C(=O)[C@]3(O)C(O)=C(C(N)=O)C(=O)[C@@H](N(C)C)[C@@H]3[C@@H](O)[C@@H]21	-0.9	-3.7%
18	COc1cc(C)nc(-n2nc(C)cc2OC)n1	13.2	-1.5%
19	C#C[C@]1(O)CC[C@H]2[C@@H]3CCC4=CC(=O)CC[C@@H]4[C@H]3CC[C@@]21CC	3.7	?
20	Cc1cc(O)c2c(c1)C(=O)c1cccc(O)c1C2=O	-17.0	4.9%
21	CN=C(N)NC(=O)Nc1c(C)cccc1C	nt	?
22	CCOC(=O)Nc1ccc2c(c1)N(C(=O)CCN1CCOCC1)c1ccccc1S2	16.7&19.7	?
23	CC[C@]12CCCN3CCc4c(n(c5ccccc45)[C@@](O)(C(=O)OC)C1)[C@@H]32	3.3	8.6%
24	Oc1cc2c(cc1O)C1c3ccc(O)c(O)c3OCC1(O)C2 (configuration not stated)	-13.4	-11.1%
25	C[C@@H](O)CC(=O)O	-14.4	?
26	COc1cc(C(=O)NCCCCCC(=O)O)cc(OC)c1OC	nt	?

Records 15 to 26 from above:
cpd	Molecule	Lipid storage S3 cell count max	Lipid storage S3
15	CCOC(=O)Nc1ccc(NCc2ccc(F)cc2)nc1N	nt	?
16	COc1c(O)cc2c(c1O)[C@@H]1O[C@H](CO)[C@@H](O)[C@H](O)[C@H]1OC2=O	nt	?
17	C[C@H]1c2cccc(O)c2C(O)=C2C(=O)[C@]3(O)C(O)=C(C(N)=O)C(=O)[C@@H](N(C)C)[C@@H]3[C@@H](O)[C@@H]21	-0.9	-3.7%
18	COc1cc(C)nc(-n2nc(C)cc2OC)n1	13.2	-1.5%
19	C#C[C@]1(O)CC[C@H]2[C@@H]3CCC4=CC(=O)CC[C@@H]4[C@H]3CC[C@@]21CC	3.7	?
20	Cc1cc(O)c2c(c1)C(=O)c1cccc(O)c1C2=O	-17.0	4.9%
21	CN=C(N)NC(=O)Nc1c(C)cccc1C	nt	?
22	CCOC(=O)Nc1ccc2c(c1)N(C(=O)CCN1CCOCC1)c1ccccc1S2	16.7&19.7	?
23	CC[C@]12CCCN3CCc4c(n(c5ccccc45)[C@@](O)(C(=O)OC)C1)[C@@H]32	3.3	8.6%
24	Oc1cc2c(cc1O)C1c3ccc(O)c(O)c3OCC1(O)C2 (configuration not stated)	-13.4	-11.1%
25	C[C@@H](O)CC(=O)O	-14.4	?
26	COc1cc(C(=O)NCCCCCC(=O)O)cc(OC)c1OC	nt	?

Screening results as filed in PubChem BioAssay.
